Screening results as filed in PubChem BioAssay.
GAA glycogen – GAA glycogen-cleavage inhibition or activation; Potency, µM (series often up to 76.4 µM), for the others: at the top dose activity change, negative = inhibition, usual class: inhibitors; recombinant GAA, glycogen substrate, Amplex Red glucose oxidase fluorescence; 0.38% of 300,000 active; AID 2100;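 also: 0% = full enzyme reaction and -100% = no-enzyme basal signal; the screen sought inhibitors and activators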
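Recombinant human enzyme (4 nM); glycogen substrate; 37 C, 40 min, pH 5.0. Readout: coupled glucose oxidase/Amplex Red fluorescence.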
GAA inh – inhibitors of human lysosomal alpha-glucosidase; Potency, µM (highest dose often 76.9 µM), for inactives: at the top dose activity change, negative = inhibition, usual class: inhibitors; purified human GAA, 4-MU-alpha-glucoside fluorescence; 0.005% of 200,000 active;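 also: plate controls were uninhibited enzyme wells for no effect and no-enzyme background for full effect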
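Activity normalized between no-enzyme (basal) and enzyme-only wells. Conditions: 4 nM human enzyme, 400 uM fluorogenic substrate, citrate/phosphate pH 5.0 with Tween-20, 20 min room temperature, compounds up to 77 uM.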
TexasRed fluor – Texas Red fluorescence interference in TRb-SRC2 counter-screen; TRb/SRC2 Texas Red total fluorescence interference; Potency, µM (highest dose often 106 µM), without a hit: at the top dose fluorescence change, negative = quenching; 0.29% of 280,000 active; active = well fitted curve in either direction with a large enough effect; inconclusive = small, poorly fitted or top-dose-only effect
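Human TRβ ligand-binding domain (0.6 uM) and Texas Red SRC2 peptide (20 nM) in Tris buffer with 1 uM T3 and 5% DMSO were incubated with pinned compound for 5 hr at ambient temperature. Total fluorescence was computed as S + 2P (555/632 nm).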
L3MBTL1 inh – blocks human L3MBTL1; AID 485360; Potency, µM (top dose mostly 57.1 µM), for inactives: at the highest dose activity, negative = inhibition, actives largely listed as inhibitors; AlphaScreen L3MBTL1–H3K9me1 peptide binding; 0.66% of 230,000 active; also: nearly all actives have a fitted effect of over 60% in size
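L3MBTL1 (50 nM) pre-complexed 30 min with biotinylated H3(1-15)K9me1 peptide (75 nM), then compounds added for 30 min at room temperature; AlphaScreen streptavidin donor/nickel chelate acceptor beads (10 ug/mL final) read after 30 min dark incubation.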
RECQ1 inh – RECQ1 (human) helicase inhibition | RECQ1 DNA unwinding, red fluorescence kinetic read | 0.54% of 240,000 active | Potency, µM (top dose mostly 57.3 µM), for inactives: top-dose activity, negative = inhibition, hits mostly inhibitors | P46063;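 also: plate controls were vehicle for no effect and no enzyme for full effect; nearly all actives have a fitted effect of over 30% in size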
Target sequence (P46063 whole entry, looked up): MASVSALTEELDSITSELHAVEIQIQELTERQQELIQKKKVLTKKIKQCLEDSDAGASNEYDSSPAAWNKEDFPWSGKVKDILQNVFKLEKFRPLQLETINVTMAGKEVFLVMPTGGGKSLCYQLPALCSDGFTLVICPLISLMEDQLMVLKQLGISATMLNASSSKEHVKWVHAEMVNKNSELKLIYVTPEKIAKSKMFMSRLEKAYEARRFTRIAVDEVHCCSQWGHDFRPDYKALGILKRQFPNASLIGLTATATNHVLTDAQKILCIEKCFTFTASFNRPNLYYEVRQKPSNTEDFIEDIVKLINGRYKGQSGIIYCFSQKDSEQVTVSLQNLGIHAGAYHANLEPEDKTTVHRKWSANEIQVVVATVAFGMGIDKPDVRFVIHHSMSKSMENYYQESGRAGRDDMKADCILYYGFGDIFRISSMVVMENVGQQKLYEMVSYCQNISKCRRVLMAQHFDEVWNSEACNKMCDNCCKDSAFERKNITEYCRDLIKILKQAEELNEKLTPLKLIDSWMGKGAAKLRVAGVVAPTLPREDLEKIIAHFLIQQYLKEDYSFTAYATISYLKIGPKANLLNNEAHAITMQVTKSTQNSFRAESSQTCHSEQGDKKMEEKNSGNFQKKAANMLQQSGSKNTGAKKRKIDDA
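RECQ1T1 50 nM; forked duplex (20 bp + 30-nt ss tails) 200 nM, ATP 2 mM final; pH 8.0, 2 mM MgCl2, 2.5 ug/ml poly(dI-dC); 15 min compound preincubation; discontinuous kinetic read over 2 h at RT.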
RGS12 GoLoco inh – blocks human Gai1 binding to RGS12 GoLoco peptide, red readout | Potency, µM (top dose mostly 61.6 µM), inactives show at the top dose activity, negative = inhibition, actives largely listed as inhibitors | 0.44% of 230,000 active | AID 880 | P63096 | Gai1:RGS12 GoLoco peptide FP, rhodamine, 10 min; active = well fitted inhibition curve with a large enough effect, not every such curve was filed as active; inactive = no such curve, though single readings can be large or run the other way; also: nearly all actives have a fitted effect of over 30% in size; many of its hits are not listed in these tables
TRb-SRC2 inh – disrupts binding of human TR beta to SRC2 | AID 1469 | Potency, µM (top dose mostly 106 µM), inactives show top-dose activity change, negative = inhibition, hits mostly inhibitors | TRbeta-SRC2 peptide binding, fluorescence polarization; receptor liganded with 1 µM T3 | 0.065% of 280,000 active;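 also: plate controls were bound peptide for no effect and peptide without receptor for full effect; nearly all actives have a fitted effect of over 50% in size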
Target sequence (P10828 whole entry, looked up): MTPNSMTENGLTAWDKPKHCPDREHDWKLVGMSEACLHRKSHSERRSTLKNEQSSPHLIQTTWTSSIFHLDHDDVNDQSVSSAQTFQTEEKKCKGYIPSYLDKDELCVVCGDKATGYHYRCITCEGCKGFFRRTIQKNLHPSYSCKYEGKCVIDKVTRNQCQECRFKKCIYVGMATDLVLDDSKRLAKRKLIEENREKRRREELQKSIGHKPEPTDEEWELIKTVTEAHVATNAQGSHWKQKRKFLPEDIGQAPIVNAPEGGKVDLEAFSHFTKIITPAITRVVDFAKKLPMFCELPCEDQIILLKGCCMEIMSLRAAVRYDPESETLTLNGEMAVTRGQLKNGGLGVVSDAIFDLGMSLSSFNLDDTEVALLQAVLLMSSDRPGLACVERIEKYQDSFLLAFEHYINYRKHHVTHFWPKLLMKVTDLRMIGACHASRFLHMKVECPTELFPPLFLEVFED
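Fluorescence polarization of 20 nM Texas Red SRC2 peptide with 0.6 uM human TRb ligand-binding domain, in Tris buffer with 1uM T3 and 5% DMSO. Incubated 5 hr ambient; normalized to unbound and bound controls.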
GAA spleen mod – inhibitors or activators of human alpha-glucosidase in spleen homogenate; human spleen homogenate, 4-MU-alpha-glucoside fluorescence; Potency, µM (titrated, usually from 79.9 µM), for inactives: at the highest dose activity change, negative = inhibition, actives largely listed as inhibitors; 0.006% of 240,000 active; AID 2112;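 also: 0% = enzyme with vehicle and -100% = no enzyme basal signal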
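Human spleen homogenate (1 ug) with 4-methylumbelliferyl-alpha-D-glucopyranoside (1 mM final) in 50 mM citrate/phosphate pH 5.0, 0.01% Tween-20; 40 min at 37 C. Stopped at pH 10; 4-MU fluorescence Ex 365/Em 440 nm; AC50 by Hill fit.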
Active calls of the source: *; i = inactive; ? = inconclusive; / = not tested or not shown; & = joins results of further samples; [ ] = dose if it differs, or a comment. Unless noted, calls follow the shape of the dose curve; as a rule, active = well fitted curve in the direction sought with a large enough effect; inconclusive = small, poorly fitted or top-dose-only effect, or another doubt; inactive = no such curve, though single readings can be large; an effect the other way counts as inactive or inconclusive. Unless noted, % is scaled to controls: 0 for no effect and ±100 for the full control effect; potency is read from the fitted curve at half-maximal effect. These rows are one share of the data; the hit share may differ from the screen's.

SMILES	GAA glycogen	GAA inh	TexasRed fluor	L3MBTL1 inh	RECQ1 inh	RGS12 GoLoco inh	TRb-SRC2 inh	GAA spleen mod
CC(=O)NS(=O)(=O)c1ccc(NC(=O)C2C3C=CC(C3)C2C(=O)O)cc1 (stereo unspecified)	8%	-5%	-4%	-2%	-2%	-5%	-27%	0%
COc1ccc(C2CC(c3ccc4ccccc4c3)=NN2C(=O)CNC2CCCCC2)cc1 (stereo unspecified)	3%	1%	1%	-27%	i	-11%	0%	-4%
Cn1c(=O)[nH]c(=O)c2c1nc(N1CCC(Cc3ccccc3)CC1)n2Cc1ccccc1	3%	?	1%	/	-1%	1%	6%	-3%
CSCCC(=O)N1C(C)CCCC1C(=O)O (stereo unspecified)	9%	-11%	-4%	-2%	i	/	-5%	-5%
CCN1CCN(c2ccc(NC(=O)c3cccc(F)c3)cc2Cl)CC1	7%	?	-2%[53 µM]	-5%	7%	5%	9%[53 µM]	-1%
COc1ccc(OCC(O)CNS(=O)(=O)c2ccc(C)cc2)cc1 (stereo unspecified)	1%	5%	0%	2%	-5%	0%	5%	1%
O=C(NCc1ccc(Cl)cc1)c1ccc(CNc2c(N3CCOCC3)c(=O)c2=O)cc1	2%	/	1%	/	-6%	9%	-4%	-2%
COc1ccc(C(CC(=O)N2CCCC(C)C2)c2c(OC)cc(OC)c3c(-c4ccccc4)cc(=O)oc23)cc1 (stereo unspecified)	-8%	/	-1%	/	i	10%	-1%	0%
S=c1[nH]nc(-c2ccc(Cl)cc2)n1-c1ccc2c(c1)OCCO2	-7%	-5%	-2%	-7%	i	2%	-7%	-7%
CC(C)(C)c1cc(N)on1	3%	-2%	-5%	1%	i	0%	1%	9%
Cc1ccc(S(=O)(=O)N(CC(=O)NC2CCCC2)c2cccc(C)c2)cc1	-3%	-12%	-9%	-1%	-17%	-2%	8%	-10%
COCCNC(=O)C(c1ccc(C)o1)N(Cc1cccs1)C(=O)c1snc(C(N)=O)c1N (stereo unspecified)	-17%	0%	1%	7%	-12%	-16%	1%	-3%
CC(=O)c1cn(CCC(C)C)c(=O)[nH]c1=O	7%	-6%	-3%	-3%	-3%	8%	1%	5%
COC(CNC(=O)c1ccc2c(c1)ncn2-c1ccc(F)c(F)c1)OC	6%	0%	-1%	/	1%	3%	-4%	1%
CCc1nnc(NS(=O)(=O)c2ccc(N3C(=O)c4ccc(C(=O)O)cc4C3=O)cc2)s1	-10%	3%	-3%	-5%	10%	-7%	-10%	8%
CC(C)(C)c1ccc(/C=C/C(=O)Nc2ccncc2)cc1	-14%	-16%	-6%	-9%	-1%	10%	8%	3%
CC1(C)C(=O)NCCN1C(=O)CCC(=O)O	3%	5%	-3%	-1%	-4%	-6%	0%	4%
O=C(Nc1cccc(F)c1)c1ccc(Cn2cc([N+](=O)[O-])cn2)o1	6%	3%	0%	/	-7%	11%	1%	-8%
Cc1ccc(C(=O)C2=C(O)C(=O)N(CCCN(C)C)C23C(=O)N(C)c2ccccc23)o1 (stereo unspecified)	6%	-2%	-1%	4%	-2%	-7%	-2%	-4%
Cc1ccc(NC(=S)N/N=C/c2cccn2Cc2ccccc2F)cc1	-17%	/	-1%	/	i	5%	16%	-6%
Cc1cccc(NC(=O)CSc2nc3c(c(=O)[nH]2)CCC3)c1C	16%	-6%	-3%	-6%	-10%	6%	2%	5%
O=[N+]([O-])c1ccc(CSc2nnc(-c3cnccn3)o2)cc1	-2%	-1%	1%	/	-4%	-8%	-5%	-3%
O=c1cc(N2CCC(Cc3ccccc3)CC2)[nH]c(=O)n1C1CCCCC1	14%	?	-2%	5%	-10%	3%	-9%	-5%
O=S(=O)(CCSc1ccccn1)c1nc2ccccc2s1	4%	0%	-1%	-1%	i	7%	-4%	-14%
O=C(/C=C/c1c(F)cccc1Cl)Nc1nn[nH]n1	13%	13%	-4%	-12%	i	34%[activator]	-7%	-3%

Further compounds:
SMILES	GAA glycogen	GAA inh	TexasRed fluor	L3MBTL1 inh	RECQ1 inh	RGS12 GoLoco inh	TRb-SRC2 inh	GAA spleen mod
CCOCCCNC(=O)C1CCCCN1S(=O)(=O)c1ccc(F)cc1 (stereo unspecified)	7%	0%	-4%	-1%	i	8%	-7%	1%
COc1ccc2c(CC(=O)OCC(=O)c3ccccc3OC)coc2c1	-10%	-2%	-2%	/	-7%	3%	-8%	4%
CCOc1cc(N2CCOCC2)c(OCC)cc1NC(=O)CSc1nccc(C)n1	5%	-21%	0%	-2%	4%	-2%	-3%	6%
Cc1onc(-c2ccccc2Cl)c1C(=O)OCC(=O)c1ccc2c(c1)OCCO2	-4%	-9%	-4%	-7%	-21%	-7%	1%	-9%
CNCCOCC(O)CSc1ccccc1 (stereo unspecified)	-7%	2%	1%	6%	-3%	-1%	-3%	1%
Cc1c(C(=O)/C=C/N(C)C)nnn1-c1ccc(Cl)c(Cl)c1	7%	/	-4%	-2%	-11%	8%	-4%	2%
CCOC(=O)COc1nc(-c2ccco2)cc(-c2ccco2)c1C#N	-5%	/	-3%	-6%	-4%	41%[activator]	0%	7%
COc1ccccc1CNc1ncncc1-c1ccoc1	/	/	-1%	/	-12%	11%	-5%	-5%
CCSCCOC(=O)C1=C(C)NC(=O)NC1c1cc(OC)ccc1OC (stereo unspecified)	6%	-6%	3%	-2%	i	1%	1%	3%
CC(C)CC1C(C#N)=C(N)Oc2n[nH]c(-c3cccs3)c21 (stereo unspecified)	-10%	-1%	-5%	/	-12%	6%	-10%	3%
COc1cc(NC(=S)Nc2ncccc2C)cc(OC)c1OC	?	?	-1%	-21%	i	18%	3%	-2%
CCCC(c1c(C)n(C)n(-c2ccccc2)c1=O)c1c(C)n(C)n(-c2ccccc2)c1=O	7%	-9%	-6%	-3%	i	5%	-6%	0%
Clc1ccc(CSc2nnc3c(n2)[nH]c2ccccc23)cc1	0%	8%	1%	-6%	-2%	2%	7%	-2%
CC(=O)N1CCN(CCN=CC2=C(O)CC(c3cccs3)CC2=O)CC1 (stereo unspecified)	6%	4%	1%	9%	-4%	2%	-1%	0%
CCSc1nc2c(cnn2-c2ccccc2)c(=O)n1N	2%	/	-1%	-1%	-9%	-6%	3%	2%
COc1ccc(Cn2nnnc2C(c2cc3ccc(OC)cc3[nH]c2=O)N2CCC(C)CC2)cc1 (stereo unspecified)	20%	-8%	1%	/	-1%	-5%	-2%	0%
CCn1c2ccccc2c2cc(NS(=O)(=O)c3ccc(C)cc3)ccc21	-10%	3%	-5%	-4%	-19%	0%	-3%	-9%
Cc1ccc2nc3c(cc2c1)c(NC(=O)C1CCCO1)nn3CC(C)C (stereo unspecified)	-6%	-11%	-1%	/	-6%	-1%	3%	1%
COc1ccc(-c2ccc(SCC(=O)Nc3nnc(C)s3)nn2)cc1	-5%	-2%	2%	-55%	-10%	6%	-14%	0%
Cc1cc(C(C)(C)C)ccc1OCCN1CCCC1	13%	-11%	2%	/	i	0%	3%	-3%
Cc1ccccc1Oc1nc2ccccc2n2cnnc12	-2%	-11%	-1%	?	-1%	1%	-3%	/
COc1ccc(CC(=O)NCc2n[nH]c(=S)n2-c2cccc(Cl)c2)cc1	-3%	-13%	-5%	3%	i	1%	2%	-4%
CC1C/C=C/C=C/C=C/C=C/C(O[C@@H]2O[C@H](C)[C@@H](O)[C@H](N)[C@@H]2O)CC2OC(O)(CC(O)CC3OC3/C=C/C(=O)O1)CC(O)C2C(=O)O (stereo partly specified)	4%	1%[15.4 µM]	-6%	-15%	-3%	23%	6%	-2%
COc1ccc(-c2nc3ccccc3o2)cc1NC(=O)CSc1ccc(Cl)cc1	-17%[76.3 µM]	7%	2%&0%	7%	-9%	/	3%&-2%	-5%
O=C(Nc1ccc(CN2CCOCC2)cc1)c1ccc(-c2cccc(Cl)c2)o1	-2%	5%	1%	?	0%	39%[activator]	7%	-3%

Carrying on.
SMILES	GAA glycogen	GAA inh	TexasRed fluor	L3MBTL1 inh	RECQ1 inh	RGS12 GoLoco inh	TRb-SRC2 inh	GAA spleen mod
CCCCCC(=O)NCC(C)NC(=O)CCCCC (stereo unspecified)	6%	-5%	0%	-3%	1%	-2%	-1%	-1%
C=CC1=C2C=C(C3CC3)N(c3ccc(OC)cc3)C=C2C(=O)C(C)(OC(=O)c2ccco2)C1=O (stereo unspecified)	/	/	0%[11.2 µM]	/	i[11.5 µM]	6%[14.2 µM]	0%[11.2 µM]	3%[17.4 µM]
CN(c1ccccc1C(=O)O)S(C)(=O)=O	-8%	0%	0%	2%	-6%	0%	-20%	-1%
O=C(c1cccs1)N1CCCC1	-2%	?	-2%	10%	-1%	5%	-1%	1%
CC1(C)Cc2c(sc3c2c(=N)n(Cc2ccco2)c(=O)n3CC(=O)Nc2ccc(Cl)cc2)CO1	-14%	?	2%	/	-5%	3%	-9%	-8%
O=C1[C@H]2[C@H](ON3CCCC[C@H]23)C(=O)N1c1cccc(C(F)(F)F)c1	-4%	-3%	-2%	/	-2%	6%	0%	0%
CC(C)(C)C(=O)Nc1c(Br)c(C2CC2)nn1-c1ccccc1	1%	/	-7%	-4%	-12%	3%	0%	-2%
Cc1cc(C)n(-c2ccc(F)cc2CN2CCN(C3CCCC3)C(CCO)C2)n1 (stereo unspecified)	1%	10%	-2%	-3%	i	-15%	7%	-1%

5 entries out of the list, arranged by formula weight, low to high:
SMILES	GAA glycogen	GAA inh	TexasRed fluor	L3MBTL1 inh	RECQ1 inh	RGS12 GoLoco inh	TRb-SRC2 inh	GAA spleen mod
O=C1[C@H]2[C@H](ON3CCCC[C@H]23)C(=O)N1c1cccc(C(F)(F)F)c1	-4%	-3%	-2%	/	-2%	6%	0%	0%
CC(C)(C)C(=O)Nc1c(Br)c(C2CC2)nn1-c1ccccc1	1%	/	-7%	-4%	-12%	3%	0%	-2%
Cc1cc(C)n(-c2ccc(F)cc2CN2CCN(C3CCCC3)C(CCO)C2)n1 (stereo unspecified)	1%	10%	-2%	-3%	i	-15%	7%	-1%
C=CC1=C2C=C(C3CC3)N(c3ccc(OC)cc3)C=C2C(=O)C(C)(OC(=O)c2ccco2)C1=O (stereo unspecified)	/	/	0%[11.2 µM]	/	i[11.5 µM]	6%[14.2 µM]	0%[11.2 µM]	3%[17.4 µM]
CC1(C)Cc2c(sc3c2c(=N)n(Cc2ccco2)c(=O)n3CC(=O)Nc2ccc(Cl)cc2)CO1	-14%	?	2%	/	-5%	3%	-9%	-8%
